# OPRM1-OPRD1 ag: agonists of OPRM1-OPRD1 heterodimerization, primary screen, cell-based, luminescence; cells; activation, % at 9.3 µM; actives 0.3% (n = 340,000); AID 504326, 2011; in the data active = activation above about 18%;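 also: 0% = vehicle-treated cells and 100% = reference agonist; values of inactives mirror those of a sister screen read the other way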
# PKA-R1A act: activators of PKA-R1A holoenzyme, primary screen, biochemical, fluorescence polarization, Cy5-IP20, bovine R1A, mouse PKAc. PKA-R1A dissociation; scaled: DMSO 0%, 113 µM cGMP 100%. activation, % at 11.4 µM. actives 0.083% (n = 340,000). AID 504707, 2011;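 active = percent activation above the mean of all tested compounds plus 3 SD, cut at about 19% in these data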;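 also: higher means more PKAc released from R1A so a rise in polarization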
# HTR5A ag: HTR5A agonists in luminescence cell assay, primary screen, counter-screen for OPRM1-OPRD1 heterodimer agonist project, full-deck HTS; cell-based; activation, % at 9.3 µM; actives 0.61% (n = 340,000); AID 504692, 2011; in the data active = activation mostly above about 9.5%, no sharp cut-off; inactive = mostly below about 7.6%;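 also: 0% = cells with vehicle only and 100% = reference agonist; strong numbers were not always called active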
# Target sequence (P47898 whole entry, looked up): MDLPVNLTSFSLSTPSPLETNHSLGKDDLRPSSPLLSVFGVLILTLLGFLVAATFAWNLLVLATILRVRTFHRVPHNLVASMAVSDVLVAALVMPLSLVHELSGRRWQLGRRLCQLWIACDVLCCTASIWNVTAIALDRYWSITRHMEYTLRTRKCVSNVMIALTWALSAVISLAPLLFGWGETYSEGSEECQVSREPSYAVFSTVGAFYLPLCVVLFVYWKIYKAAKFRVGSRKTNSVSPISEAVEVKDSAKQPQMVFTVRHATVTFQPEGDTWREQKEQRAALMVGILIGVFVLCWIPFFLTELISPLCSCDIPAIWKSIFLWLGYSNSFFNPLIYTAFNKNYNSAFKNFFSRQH
# PKA-R2B act: activators of PKA-R2B holoenzyme, primary screen, biochemical, fluorescence polarization, Cy5-IP20, human; PKA-R2B holoenzyme dissociation; R2B truncated from residue 108, S112A mutant; 0% DMSO only, 100% 113 µM cGMP; AID 504700, 2011; actives 0.079% (n = 340,000); activation, % at 11.4 µM; cAMP-dependent protein kinase catalytic subunit beta (Homo sapiens) + cAMP-dependent …;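 active = activation above a cutoff set at the mean over all compounds plus 3 SD, cut at about 18% in these data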;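 also: higher means more holoenzyme dissociation and a rise in polarization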
# DSG3 Ab inh: inhibitors of pemphigus antibody binding to DSG3, primary screen, biochemical, bead-based, flow cytometry, scFv-GFP | Desmoglein-3 (Homo sapiens), P32926 | DSG3-coupled beads, scFv-anti-DSG3-GFP binding; active compounds read low | binding (percent of control), % at 10 µM | actives 0.48% (n = 310,000) | AID 588358, 2011;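 active = binding more than 3 SD below its plate's average and above zero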;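 also: hits lower antibody fragment binding to DSG3; some compounds called inactive have numbers as strong as hits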
# OPRM1-OPRD1 inv: inverse agonists of MOR-DOR heterodimerization, primary screen, cell-based, luminescence; Mu-type opioid receptor (Homo sapiens) + Delta-type opioid receptor (Homo sapiens), …; cell-based MOR-DOR heterodimer luminescence, inverse agonism; inhibition, % at 9.3 µM; actives 0.21% (n = 340,000); in the data active = inhibition above about 22%, passing the limit was not always enough;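 also: 0% = cells with DMSO and 100% = wells without cells with DMSO; values of inactives mirror those of a sister screen read the other way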
# DAGLB inhibitor: DAGLB lipase inhibitors, primary screen, biochemical, fluorescence, HTS; Diacylglycerol lipase-beta (Homo sapiens), Q8NCG7; HEK293T DAGLB membrane lysate, EnzChek fluorogenic substrate; inhibition, % at 5.17 µM; actives 0.059% (n = 340,000); in the data active = inhibition above about 34%;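 also: 0% = enzyme with vehicle and 100% = wells lacking enzyme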
# Target sequence (Q8NCG7 whole entry, looked up): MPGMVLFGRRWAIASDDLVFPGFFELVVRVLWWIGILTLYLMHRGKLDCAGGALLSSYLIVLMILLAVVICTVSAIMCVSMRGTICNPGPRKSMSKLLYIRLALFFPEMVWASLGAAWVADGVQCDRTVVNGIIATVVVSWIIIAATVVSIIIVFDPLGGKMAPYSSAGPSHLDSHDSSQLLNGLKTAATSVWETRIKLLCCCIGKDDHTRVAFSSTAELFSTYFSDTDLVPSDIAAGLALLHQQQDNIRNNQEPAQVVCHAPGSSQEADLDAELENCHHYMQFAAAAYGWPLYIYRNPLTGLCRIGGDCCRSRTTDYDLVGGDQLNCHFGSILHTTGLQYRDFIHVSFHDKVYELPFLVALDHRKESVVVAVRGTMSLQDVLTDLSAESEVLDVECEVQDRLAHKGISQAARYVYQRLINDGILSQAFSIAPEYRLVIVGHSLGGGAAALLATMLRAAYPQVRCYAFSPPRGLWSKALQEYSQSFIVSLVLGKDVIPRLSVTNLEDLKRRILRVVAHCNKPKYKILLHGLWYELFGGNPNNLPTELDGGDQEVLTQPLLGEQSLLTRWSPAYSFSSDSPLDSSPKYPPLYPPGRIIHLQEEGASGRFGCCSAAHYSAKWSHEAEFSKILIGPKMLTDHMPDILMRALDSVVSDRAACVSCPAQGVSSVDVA
# V-ATPase pHluor: regulators of yeast V-ATPase proton pumping, primary screen, pHLuorin cytosolic pH fluorescence; S. cerevisiae; AID 504577, 2011; actives 0.37% (n = 350,000); response, % at 10 µM; in the data active = response mostly above about 7.3%, no sharp cut-off; inactive = mostly below about 5.4%; also: actives read high; inactives centre near 0; some compounds called inactive have numbers as strong as hits; reference of the scale not given here
# Arrestin-AP2 inh: inhibitors of beta-arrestin/AP2 binding, primary screen, biochemical, GPCR trafficking, flow cytometry. inhibition, % at 10 µM. FITC-arrestin peptide / GST-AP2 beads; AP2 beta2 appendage carries R879A mutation. actives 0.31% (n = 340,000);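 active = inhibition above a set limit, near 3 SD of compounds lacking own fluorescence, cut at about 54% in these data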;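 also: plate controls were DMSO wells for no effect and 5 µM unlabelled arrestin peptide for full effect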
#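 System: GST-AP2 R879A glutathione beads. Medium: PBS with 0.05% Tween 20 and 0.1% BSA. Also added: FITC-arrestin peptide, 50 nM. Incubation: 12 min plus 1 h, RT. Measured by: high-throughput flow cytometry of beads, ex 488, em 535 nm. Evaluation: percent drop in bead-associated FITC signal.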
# HTR5A inv ctr: HTR5A inverse agonists in luminescence cell assay, primary screen, counter-screen for OPRM1-OPRD1 heterodimer inverse agonist project, full-deck HTS; actives 0.083% (n = 340,000); inhibition, % at 9.3 µM; 5-hydroxytryptamine receptor 5A (Homo sapiens), P47898; HTR5A cell line, inverse agonism; in the data active = inhibition mostly above about 23%, no sharp cut-off; inactive = mostly below about 18%;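 also: 0% = cells with DMSO and 100% = no-cell wells with DMSO; some compounds called inactive have numbers as strong as hits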
# * = called active by the depositor; x = not tested or not shown.
# Each structure is followed by: OPRM1-OPRD1 inv | DSG3 Ab inh | HTR5A ag | PKA-R1A act | PKA-R2B act | HTR5A inv ctr | V-ATPase pHluor | DAGLB inhibitor | Arrestin-AP2 inh | OPRM1-OPRD1 ag
CN(C)S(=O)(=O)c1ccc(C(=O)Nc2nnc(-c3cccs3)o2)cc1
    8 | 101 | -1 | -7 | 4 | -2 | 4 | 2 | -2 | -1.1
CCOC(=O)c1[nH]c2ccccc2c1NC(=O)CC
    8 | 106 | -4 | 3 | -2 | 11 | 0 | -2 | 4 | -1.3
CNC(=S)Nc1ccc(N2CCCC2)c(S(=O)(=O)Nc2ccc(OC)cc2)c1
    7 | 101 | 0 | -13 | -3 | 1 | 2 | 3 | -4 | -1.3
CC(C)Oc1cccc(C(=O)NC(=S)Nc2ccccc2N2CCOCC2)c1
    1 | 110 | -3 | 19* | -3 | 7 | 2 | -3 | -4 | -0.3
O=C(O)CCn1cc(-c2ccc(F)cc2)nc1-c1ccncc1
    3 | 107 | 3 | -11 | 0 | -2 | 0 | -1 | 9 | -0.6
O=C(O)c1cccc(NS(=O)(=O)c2ccc3c(c2)C(=O)c2ccccc2C3=O)c1
    -29 | 93 | -1 | -11 | -15 | -18 | 1 | 16 | 12 | 5.5
CCn1c(CNc2ccc(C)cc2)nnc1SCC(N)=O
    14 | 104 | 2 | -17 | -2 | -1 | 2 | -1 | 18 | -2.5
COc1ccc(OC)c(CNC(=O)C2CCN(S(=O)(=O)N3CCCCC3)CC2)c1
    7 | 102 | 0 | 2 | 5 | 17 | 1 | -1 | -2 | -1.5
COCCn1c(NCc2ccccc2)nc2c1c(=O)[nH]c(=O)n2C
    9 | 104 | 1 | 10 | 5 | -3 | 0 | -2 | 4 | -1.6
CCN(CC(=O)Nc1ccc(NC(C)=O)cc1)C(=O)CSc1nnc(-c2ccco2)n1CC
    -25 | 86 | 1 | -2 | -9 | -4 | -3 | 4 | -4 | 3.9
Cc1ccc(S(=O)(=O)NCC(=O)N(CC2CCCO2)C(C(=O)NC2CCCC2)C(C)C)cc1 (stereo not drawn)
    1 | 101 | -5 | 3 | -9 | 6 | -2 | -1 | -1 | -0.2
CCOc1ccccc1OCCNC1CCCC1
    5 | 105 | 0 | -6 | 12 | 6 | 0 | -4 | 14 | -0.8
C[N+]1(CC(=O)OCCCC2CCCCC2)CCCC1
    -1 | 101 | -1 | -8 | -1 | 3 | 3 | -3 | -2 | 0.3
Nc1c(C(=O)CSc2nnc(COc3ccc(Cl)cc3)o2)c(=O)[nH]c(=O)n1C1CC1
    9 | 98 | 6 | -1 | -4 | -14 | 3 | 3 | -6 | -2.3
O=C(COC(=O)c1ccc(S(=O)(=O)Nc2ccccc2)cc1)NCCC1=CCCCC1
    10 | 90 | 8 | -10 | -6 | 7 | 0 | 1 | 6 | -2.0
COc1ccc(CC(=O)OCC(=O)NCc2ccc(C)cc2)cc1OC
    7 | x | 0 | -13 | -10 | 0 | -2 | 0 | 4 | -1.4
O=c1[nH]c(/C=C\c2cccc(F)c2)nc(O)c1[N+](=O)[O-]
    12 | 94 | -4 | -5 | -5 | 14 | 2 | 2 | -8 | -2.4
CNc1nnc(-c2ccncc2)s1
    11 | 90 | 4 | 3 | 4 | -9 | -2 | 0 | 18 | -2.3
O=C(NCC1(c2ccccc2)CCCC1)c1ccc(Br)o1
    -5 | x | -1 | 8 | -6 | -10 | 3 | -3 | -7 | 0.9
CCc1nc(SCC(=O)NC2CCCC2)c2c(=O)n(C)c(=O)n(C)c2n1
    16 | 104 | 1 | -6 | -1 | 20 | -3 | 0 | -9 | -3.1
Cc1cc(=O)n2[nH]cc(-c3ccccc3)c2n1
    5 | 85 | 1 | -3 | 1 | -4 | 4 | 1 | 13 | -1.2
COc1ccccc1Nc1cc2cc(Br)ccc2c(=O)[nH]1
    -11 | 99 | 7 | -6 | -7 | -6 | 0 | -15 | 8 | 2.1
CCOc1ccc(S(=O)(=O)N(CC)CC)cc1NS(=O)(=O)c1ccc(F)c(F)c1F
    5 | 89 | -2 | 6 | 4 | -15 | -2 | 4 | -9 | -0.7
O=C(Nc1nc2ccccc2[nH]1)c1cccc(Br)c1
    -2 | 110 | 2 | 2 | -11 | -5 | 0 | 0 | -8 | 0.5
Fc1ccc(NC(=S)Nc2cc(Cl)ccc2Cl)cc1
    6 | 105 | 2 | -5 | -2 | -11 | -3 | 1 | -13 | -1.2
O=c1[nH]c(=S)[nH]c2c1CN(Cc1ccc(F)cc1)CC2
    13 | 112 | -1 | -12 | 5 | 5 | 0 | -1 | -2 | -2.5
CCN(CC(=O)N1CCCC1)S(=O)(=O)c1ccc2ccccc2c1
    13 | 99 | 6 | -8 | -5 | -21 | 0 | -1 | -16 | -2.8
COc1ccc(-c2[nH]nc(-c3ccccc3)c2-c2nc3ccccc3[nH]2)cc1
    19 | 103 | 4 | -6 | -10 | -11 | -2 | -1 | 2 | -3.0
COc1ccc(N(C(=O)Cc2cccs2)C(C(=O)NC2CCCCC2)c2cccn2C)cc1 (stereo not drawn)
    2 | 102 | 2 | -10 | -1 | -24 | -1 | 3 | 7 | -0.5
CC(C)N(CCc1ccncc1)C(=O)Nc1ccc(F)cc1
    0 | 105 | 2 | -4 | 0 | -7 | 2 | -2 | 2 | -0.1
O=C(c1ccc(NC2=NC3CS(=O)(=O)CC3S2)cc1)N1CCN(Cc2ccccc2)CC1 (stereo not drawn)
    -6 | 104 | -2 | 4 | -6 | -43 | 3 | -4 | 8 | 1.0
O=c1oc(C2(O)CCCCC2)cc2ccccc12
    9 | 103 | 3 | 10 | 4 | -10 | 2 | -1 | 40 | -1.9
CN(C)N1C(N)=C(C#N)C(c2ccsc2)C2=C1CC(C)(C)CC2=O (stereo not drawn)
    10 | 101 | 1 | -19 | -14 | -3 | 1 | 3 | -5 | -1.9
CCN(CC)C(=O)Cn1cc(SCC(=O)NCc2ccco2)c2ccccc21
    8 | x | -1 | -8 | -13 | 3 | 2 | -2 | 54 | -1.9
COc1cc(N/N=C/c2ccc(N(C)C)cc2)ncn1
    -2 | 98 | 2 | -10 | -2 | -5 | -2 | 5 | 16 | 0.4
COc1ccc(OCC(=O)N/N=C(\C)CC(=O)Nc2cccc([N+](=O)[O-])c2)cc1
    15 | 99 | -6 | -7 | 3 | 15 | 1 | 0 | -2 | -3.0
Cn1nnnc1-c1cc(Br)ccc1NC(=O)c1ccccc1
    13 | 72 | 3 | -3 | 2 | -9 | -3 | 0 | 13 | -2.3
Cc1nn2c(nc1=O)SCC(c1ccccc1)=N2
    5 | 98 | 4 | 3 | 3 | 12 | -8 | -1 | 1 | -0.8
CCCCCc1ccc(C(=O)CCC(=O)OCC(=O)N(CC)c2c(N)n(Cc3ccccc3)c(=O)[nH]c2=O)cc1
    14 | 89 | -2 | 5 | -2 | 6 | -2 | 1 | -6 | -2.1
CCN(CC)CCCNC(=O)c1sc2nc(-c3ccc(F)cc3)cn2c1C
    9 | 97 | 1 | -1 | -3 | -1 | -2 | 1 | -7 | -2.1
COc1ccccc1CC(=O)Nc1c[nH]c(=O)[nH]c1=O
    7 | x | -1 | 6 | 11 | -8 | -2 | 2 | 8 | -1.3
CN(C)C(=S)N=c1ssc(=S)n1Cc1ccccc1
    30 | x | -1 | 0 | 0 | 2 | 1 | 0 | 37 | -6.0
O=C1c2cc(F)ccc2-n2c1nc1ccccc1c2=O
    -17 | 94 | 1 | 1 | 2 | -4 | 2 | -2 | 2 | 3.4
CCC(C(=O)Nc1ccc(C(=O)N2CCCC2)cc1)c1ccccc1 (stereo not drawn)
    14 | 96 | -4 | -5 | 3 | 12 | 2 | 1 | 10 | -2.7
CCCCCCC(=O)Nc1cc2c(C)cc(=O)oc2cc1C
    8 | 101 | 1 | 6 | 5 | -8 | -3 | -2 | 10 | -1.3
Cc1cccc(NC(=O)CSc2nnc(-c3ccco3)o2)c1
    15 | 80 | 0 | 5 | 1 | 0 | 1 | 0 | -5 | -2.7
COc1ccc(NC(=S)NCc2ccc(S(N)(=O)=O)cc2)cc1OC
    0 | 95 | -3 | 0 | -12 | 7 | 1 | 0 | -7 | -0.1
Cc1cc(NC(=O)COC(=O)c2nccnc2N)n(-c2ccccc2)n1
    3 | 123 | -2 | 0 | -6 | 4 | -4 | -6 | -8 | -0.6
COCCNC(=O)[C@H]1N2C(=O)c3ccccc3C2SC1(C)C (stereo partly drawn)
    13 | 95 | -1 | -2 | 1 | 5 | 0 | 1 | -8 | -2.6
N#Cc1cnn2ccc(-c3cc(N4CCOCC4)ccc3[N+](=O)[O-])nc12
    3 | 98 | -1 | -10 | -14 | 32 | -1 | 1 | 13 | -0.6
COC(=O)Nc1nn(-c2ccc(OC)cc2)c(=O)c(C#N)c1C
    4 | 119 | -4 | -5 | -8 | 11 | 4 | -1 | -23 | -0.8
CCN(C(=O)COC(=O)c1cccc(S(=O)(=O)NCc2ccccc2)c1)c1ccccc1
    -11 | 97 | 4 | 0 | 2 | 22 | 7 | 3 | 25 | 2.3
CCOC(=O)C1CCN(C(=O)COc2ccc(S(=O)(=O)NC(C)C)cc2Cl)CC1
    5 | x | -2 | -5 | -11 | 4 | 4 | -6 | -1 | -1.2

# Given with tabs: part of the list above
canonical_smiles	OPRM1-OPRD1 inv	DSG3 Ab inh	HTR5A ag	PKA-R1A act	PKA-R2B act	HTR5A inv ctr	V-ATPase pHluor	DAGLB inhibitor	Arrestin-AP2 inh	OPRM1-OPRD1 ag
COCCNC(=O)[C@H]1N2C(=O)c3ccccc3C2SC1(C)C (stereo partly drawn)	13	95	-1	-2	1	5	0	1	-8	-2.6
N#Cc1cnn2ccc(-c3cc(N4CCOCC4)ccc3[N+](=O)[O-])nc12	3	98	-1	-10	-14	32	-1	1	13	-0.6
COC(=O)Nc1nn(-c2ccc(OC)cc2)c(=O)c(C#N)c1C	4	119	-4	-5	-8	11	4	-1	-23	-0.8
CCN(C(=O)COC(=O)c1cccc(S(=O)(=O)NCc2ccccc2)c1)c1ccccc1	-11	97	4	0	2	22	7	3	25	2.3
CCOC(=O)C1CCN(C(=O)COc2ccc(S(=O)(=O)NC(C)C)cc2Cl)CC1	5	x	-2	-5	-11	4	4	-6	-1	-1.2

# Only HTR5A inv ctr, for four of the compounds above:
Structure,HTR5A inv ctr
CCN(CC(=O)Nc1ccc(NC(C)=O)cc1)C(=O)CSc1nnc(-c2ccco2)n1CC,-4
COC(=O)Nc1nn(-c2ccc(OC)cc2)c(=O)c(C#N)c1C,11
O=c1[nH]c(/C=C\c2cccc(F)c2)nc(O)c1[N+](=O)[O-],14
CCOC(=O)C1CCN(C(=O)COc2ccc(S(=O)(=O)NC(C)C)cc2Cl)CC1,4
